# GPT2 inh: inhibitors of human GPT2 alanine aminotransferase. Q8TD30. Recombinant GPT2, coupled pyruvate oxidase/HRP Amplex Red fluorescence. actives 0.25% (n = 100,000). Potency, µM (highest dose often 57.7 µM), inactives show at the highest dose activity change, negative = inhibition, most hits filed as inhibitors; also: potency is read from the fitted curve at half-maximal effect; nearly all actives have a fitted effect of over 60% in size; many of its hits are not listed in these tables
# Target sequence (Q8TD30 whole entry, looked up): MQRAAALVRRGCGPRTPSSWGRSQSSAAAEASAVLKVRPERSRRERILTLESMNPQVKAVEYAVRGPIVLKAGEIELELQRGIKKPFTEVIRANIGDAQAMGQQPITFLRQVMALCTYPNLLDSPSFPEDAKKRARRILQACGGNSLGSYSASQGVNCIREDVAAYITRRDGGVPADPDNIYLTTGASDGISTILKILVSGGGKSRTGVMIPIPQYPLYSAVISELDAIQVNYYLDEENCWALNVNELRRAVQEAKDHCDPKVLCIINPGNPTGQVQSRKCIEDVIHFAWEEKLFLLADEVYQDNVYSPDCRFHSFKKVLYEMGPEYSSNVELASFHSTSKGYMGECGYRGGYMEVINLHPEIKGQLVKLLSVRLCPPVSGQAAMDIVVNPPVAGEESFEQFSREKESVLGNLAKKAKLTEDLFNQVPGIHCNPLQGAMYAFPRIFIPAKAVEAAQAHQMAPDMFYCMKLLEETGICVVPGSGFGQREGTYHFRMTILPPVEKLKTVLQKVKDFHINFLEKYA
#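 Fluorescence read-out: pyruvate from GPT2 turnover coupled to pyruvate oxidase, HRP and Amplex Red (0.2mM ThPP, 0.2U/mL PO and HRP, 50uM Amplex final). Substrates 250uM a-KG, 2mM L-alanine; enzyme 10ng/uL; 30 min RT.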
# SNCA viab count: cell viability loss counter-screen; HEK-293-SNCA-luc viability, GF-AFC fluorescence, 24 h; Potency, µM (highest dose often 57.1 µM), for inactives: at the top dose activity change, negative = cytotoxicity, usual class: cytotoxic; actives 0.12% (n = 150,000);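 also: potency is read from the fitted curve at half-maximal effect; 0% = DMSO-treated cells and -100% = medium-only wells without cells; nearly all actives have a fitted effect of over 30% in size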
#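 HEK-293-SNCA-luc cells (1500/well) plated 24 h, then exposed 24 h to a dilution series; GF-AFC added 30 min at 37C, fluorescence 405/540 nm; normalised to medium-only and DMSO wells, Hill fit.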
# NIH3T3 tox: cytotoxic compounds in NIH 3T3 cells; NIH 3T3 viability, CellTiter-Glo ATP luminescence, 48-72 h; Potency, µM (series often up to 96.7 µM), for inactives: at the highest dose activity change, negative = cytotoxicity, hits mostly inhibitors; actives 4.3% (n = 94,000); AID 1345082; also: potency is read from the fitted curve at half-maximal effect; nearly all actives have a fitted effect of over 55% in size
#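 Mouse fibroblast NIH 3T3 cells, 400 per well, received compound via pintool and were incubated for 48 or 72 hr prior to CellTiter-Glo ATP luminescence measurement.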
# FLuc inh: Photinus pyralis luciferase inhibition. purified P. pyralis luciferase, luminescence, biochemical. Potency, µM (series often up to 115 µM), for the others: top-dose activity change, negative = inhibition, usual class: inhibitors. actives 2.5% (n = 76,000); also: potency is read from the fitted curve at half-maximal effect; nearly all actives have a fitted effect of over 65% in size
#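 Luminescence read by CCD imager after adding enzyme (10nM final) to wells holding compound, titrated in qHTS. Substrates 10uM each D-luciferin and ATP; buffer 50mM Tris acetate pH 7.5, 10mM Mg acetate, Tween-20, BSA.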
# HEK293 tox: cytotoxic compounds in HEK 293 cells | HEK 293 viability, ATP luminescence (CellTiter-Glo), 48-72 h | Potency, µM (top dose mostly 115 µM), without a hit: top-dose activity change, negative = cytotoxicity, hits mostly inhibitors | actives 6.6% (n = 94,000); also: potency is read from the fitted curve at half-maximal effect; nearly all actives have a fitted effect of over 60% in size
#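 qHTS cytotoxicity; HEK 293, 250 cells/well; compound pinned; 48 or 72 hr, 37 degree Celsius, 5% CO2, 95% humidity; CellTiter-Glo, 10 min RT; luminescence (ATP).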
# IP6K1 inh: inhibitors of human IP6K1; actives 0.81% (n = 140,000); IP6K1 kinase, ADP-Glo luminescence, 2 h; hits give low values; Q92551; activity change, % (series mostly up to about 58 µM); in the data active = activity change below about -25%
# Target sequence (Q92551 whole entry, looked up): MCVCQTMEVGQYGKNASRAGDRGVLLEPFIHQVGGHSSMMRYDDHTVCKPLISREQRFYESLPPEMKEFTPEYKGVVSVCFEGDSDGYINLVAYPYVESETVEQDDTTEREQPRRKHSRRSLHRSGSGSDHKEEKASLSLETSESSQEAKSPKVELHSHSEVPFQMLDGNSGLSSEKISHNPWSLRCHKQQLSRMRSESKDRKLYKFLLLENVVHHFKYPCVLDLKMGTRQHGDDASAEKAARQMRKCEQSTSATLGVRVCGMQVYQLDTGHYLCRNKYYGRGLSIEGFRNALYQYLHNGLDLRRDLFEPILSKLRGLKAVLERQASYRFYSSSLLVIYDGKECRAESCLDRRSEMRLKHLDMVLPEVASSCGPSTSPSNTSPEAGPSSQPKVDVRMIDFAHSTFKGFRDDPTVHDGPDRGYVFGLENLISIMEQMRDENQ
#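 ADP-Glo luminescence measures ADP made by human IP6K1 during a 2 h RT reaction with ATP/IP6 (mix at 1.3 mM/130 uM); top library doses 57.5 and 19.1 uM final.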
# SNCA expr inh: reduces expression of the alpha-synuclein gene. AID 1671194. actives 0.17% (n = 140,000). Potency, µM (highest dose often 57.2 µM), without a hit: at the highest dose activity change, negative = inhibition, usual class: inhibitors. HEK-293 SNCA-luciferase knock-in, luminescence, 24 h;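 also: potency is read from the fitted curve at half-maximal effect; plate controls were DMSO cells for no effect and cell-free wells for full effect; nearly all actives have a fitted effect of over 45% in size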
# * = called active by the depositor; i = inactive; ? = inconclusive; · = not tested or not shown; [ ] = another dose, or the depositor's remark. Unless noted, calls follow the shape of the dose curve; as a rule, active = well fitted curve in the direction sought with a large enough effect; inconclusive = small, poorly fitted or top-dose-only effect, or another doubt; inactive = no such curve, though single readings can be large; an effect the other way counts as inactive or inconclusive. Unless noted, % is scaled to controls: 0 for no effect and ±100 for the full control effect.
1. O=C(NC1CCCC1)NC1CCN(C(=O)c2ccc(-c3cncnc3)cc2)CC1
2. Cc1nc(C)c(C(=O)NCC23CCCC=C2N(CC2CC2)C(=O)CC3)s1 (centres undefined)
3. CCOC(=O)c1c(C)oc2ncnc(Nc3ccc(OC)cc3OC)c12
4. CCOc1ccc(-c2cnc(NCc3cccc(Cl)c3)n2C)cc1
5. Cc1ccc2onc(CNC(=O)N3CCN(c4cccc(C)c4C)CC3)c2c1
6. COC(=O)c1ccc(N2C[C@H]3OC(=O)N(Cc4ccccc4OC)[C@H]3C2)nc1
7. CNC(=O)Nc1ccc(C2(C(=O)N3CCN(c4ccccc4)CC3)CCC2)cc1
8. CC1C(=O)OCC2=CCN3CCC(OC(=O)C(C)(O)C1(C)O)C23 (centres undefined)
Screen / compound no.	1	2	3	4	5	6	7	8
GPT2 inh	0%	i	·	·	·	i	i	i
SNCA viab count	8%[12.5 µM]	-10%	-3%	-12%	-1%	2%	-7%	15%
NIH3T3 tox	-18%	-8%	·	·	·	i	i	·
FLuc inh	·	6%	·	·	·	13%	9%	·
HEK293 tox	-18%	-14%	·	·	·	i	-5%	·
IP6K1 inh	10	-7	13	-18	-10	3	-5	-3
SNCA expr inh	8%	?	2%	21%	-25%	3%	0%	·

9. O=C(C1CCCC1)N1CC2(CCCN(C3CCCCC3)C2)Cc2ccccc21 (centres undefined)
10. COc1cccc(CNC(=O)c2ccc3nnc(-c4ccc(F)cc4)n3c2)c1
11. CC(=O)c1cc(CN(CCc2ccccc2)CC2CCCN(C)C2)cs1 (centres undefined)
12. COCCC(=O)NCC12CCC=C1N(CC1CC1)C(=O)CC2 (centres undefined)
13. O=C1NC(C(=O)Nc2ccc(F)cc2)Cn2cccc21 (centres undefined)
14. COC(=O)c1cc2occc2n1CC(=O)Nc1ccc(C(C)C)cc1
15. CC(=O)c1ccc(N2C(=O)Nc3ccccc3S2(=O)=O)cc1
16. O=C(c1cccnc1)N1CCN(C(=O)c2nnn3c2COC(c2ccc(Cl)cc2)C3)CC1 (centres undefined)
Screen / compound no.	9	10	11	12	13	14	15	16
GPT2 inh	3%	i	i	i	5%	·	·	i
SNCA viab count	-16%	-12%	-8%	9%	0%	5%	-4%	2%
NIH3T3 tox	?	?	?	-7%	i	·	·	-11%
FLuc inh	·	·	0%	6%	-7%	·	·	-9%
HEK293 tox	?	?	?	-1%	i	·	·	-8%
IP6K1 inh	-11	8	21	-1	1	-15	-1	2
SNCA expr inh	8%	-12%	-10%	-9%	-10%	28%	83%[activator]	-14%

17. CCOC(=O)c1ccc(NS(=O)(=O)c2ccc3c(c2)n(C)c(=O)n3C)cc1
18. N#Cc1ccc(C(=O)N2CCOCCNC(=O)[C@@H]3CCC[C@@H]32)cc1
19. CCOC(=O)CNC(=O)c1ccc(-c2nn(C)c(=O)c3ccccc23)cc1
20. CC1(C)CCCC2(C)C1C(O)C=C(CO)C2(O)C(=O)O (centres undefined)
21. COc1cccc(S(=O)(=O)N2CCCN(S(=O)(=O)c3ccccc3)CCC(=O)NCC2)c1
22. CCCN(CCC)CCNC(=O)c1sc2nc3n(c(=O)c2c1C)CCCCC3
23. COCC(=O)N1CCC(CCOc2ccc(C)cc2)C1 (centres undefined)
24. O=C(NCC1Cn2cccc2C(=O)N1Cc1ccccc1)c1ccccc1F (centres undefined)
Screen / compound no.	17	18	19	20	21	22	23	24
GPT2 inh	·	-23%	·	i	i	·	0%	2%
SNCA viab count	4%	?	3%	9%	-3%	6%	0%	-5%
NIH3T3 tox	·	-16%	·	·	-17%	·	-21%	-25%
FLuc inh	·	-9%	·	·	10%	·	-12%	-7%
HEK293 tox	·	1%	·	·	i	·	?	-16%
IP6K1 inh	-7	13	1	-6	-6	-13	12	-13
SNCA expr inh	36%[activator]	9%	16%	·	15%	-24%	22%	6%

25. O=C(C1CCCN(c2nc3ncccc3o2)C1)N1CCN(c2ncccn2)CC1 (centres undefined)
26. Cc1ccc(-c2cccc(CN3CCCC3C(=O)NC3CCCC3)c2)cc1Cl (centres undefined)
27. Cc1ccc2cccc(NC(=O)C(C)Oc3ccc(C)c(C)c3)c2n1 (centres undefined)
28. CCc1ccc(C(=O)N2CCC(c3cc(-c4cccc(OC)c4)n[nH]3)CC2)cc1
29. Oc1cccc(CN(Cc2cn(-c3ccccc3)nn2)C2CC2)c1
30. CC(C(=O)O)N1CC2(CCC1=O)CCN(C(=O)CN1CCCC1)CC2 (centres undefined)
31. CC/C=C\CCc1c(-c2ccccc2)ncn1CCN1CCN(C)CC1
32. CC1=C(C(=O)OC(C)C)C(c2cccc([N+](=O)[O-])c2)C(C(=O)OC2CN(C(c3ccccc3)c3ccccc3)C2)=C(N)N1 (centres undefined)
Screen / compound no.	25	26	27	28	29	30	31	32
GPT2 inh	i	·	·	i	5%	i	?	-12%
SNCA viab count	-2%	·	0%	8%	-22%	-3%	-2%	-10%[23.9 µM]
NIH3T3 tox	-8%	?	·	?	?	0%	?	·
FLuc inh	-5%	·	·	-3%	?	?	-4%	·
HEK293 tox	-19%	35µM*	·	45µM*	?	-6%	?	·
IP6K1 inh	6	3	0	-7	7	5	21	1
SNCA expr inh	28%	·	-18%	33%[activator]	9%	35%[activator]	-12%	-41%[25.6 µM]

# Some entries already given with just SNCA expr inh and IP6K1 inh.
entry	structure	SNCA expr inh	IP6K1 inh
17	CCOC(=O)c1ccc(NS(=O)(=O)c2ccc3c(c2)n(C)c(=O)n3C)cc1	36%[activator]	-7
18	N#Cc1ccc(C(=O)N2CCOCCNC(=O)[C@@H]3CCC[C@@H]32)cc1	9%	13

# (continued)
33. O=C(Nc1ccc2c(N3CCCCC3)ncnc2c1)c1ccc(F)cc1
34. CC(F)(F)CN1CCOc2c(nn(-c3ccccc3Cl)c2-c2ccc(Cl)cc2)C1=O
35. CC1(C(=O)N2CCCC2)CCCc2cnc(Nc3cccnc3)nc21 (centres undefined)
36. O=C(Cc1ccc(F)cc1)N1CCC(C(=O)N2CCC(N3Cc4ccccc4C3=O)CC2)CC1
37. CC(C)CN1C(=O)c2ccccc2C(C(=O)Nc2ccncc2)C12CCCC2 (centres undefined)
38. COc1ccc(C2(C(=O)NCC3Cn4cccc4C(=O)N3C)CC2)cc1 (centres undefined)
39. COc1ccc(CCC(=O)NCCc2csc(-c3ccc(Cl)cc3)n2)cc1
40. Cc1nc(CC2CCN(C(=O)c3cccn3C)CC2)n[nH]1
Screen / compound no.	33	34	35	36	37	38	39	40
GPT2 inh	i	4%	?	i	2%	i	·	i
SNCA viab count	-19%	?	-11%[87.6 µM]	9%	-13%	6%	?	3%
NIH3T3 tox	28µM*	·	?	-24%	-11%	-8%	·	i
FLuc inh	?	·	5%[172 µM]	·	4%	8%	·	3%
HEK293 tox	?	·	-15%[172 µM]	?	?	-4%	·	-5%
IP6K1 inh	2	-4	44	-3	7	12	-2	-7
SNCA expr inh	-29%	·	11%[87.6 µM]	7%	-25%	-12%	47%	0%

# Shown with tabs: entries from further up.
item	SMILES	GPT2 inh	SNCA viab count	NIH3T3 tox	FLuc inh	HEK293 tox	IP6K1 inh	SNCA expr inh
37	CC(C)CN1C(=O)c2ccccc2C(C(=O)Nc2ccncc2)C12CCCC2 (centres undefined)	2%	-13%	-11%	4%	?	7	-25%
36	O=C(Cc1ccc(F)cc1)N1CCC(C(=O)N2CCC(N3Cc4ccccc4C3=O)CC2)CC1	i	9%	-24%	·	?	-3	7%

# Next section:
41. Cc1cc(C)cc(-n2c(SCC(N)=O)nc3c([nH]c4ccccc43)c2=O)c1
42. Nc1ccc(-c2ccc(OCCn3ccnc3)cc2)cn1
43. COc1cccc(C2C(=O)N(C3CCCCC3)CC(=O)N2Cc2ccc(Cl)cc2)c1 (centres undefined)
44. COc1ccc(CCC(=O)NC2CC(=O)N(c3cccc(F)c3)C2)cc1 (centres undefined)
45. COc1ccc(-n2ccn(Cc3ccc(C)cc3)c(=O)c2=O)cc1OC
46. CNC(=O)Nc1ccc(C2(C(=O)N3CCN(c4cccc(Cl)c4)CC3)CCC2)cc1
47. CC1CCN(S(=O)(=O)c2ccc3c(c2)oc(=O)n3CC(=O)NCc2ccc(F)cc2)CC1
48. COCCn1nnnc1C1CC2(CCOCC2)C(=O)N1Cc1cccc(F)c1 (centres undefined)
Screen / compound no.	41	42	43	44	45	46	47	48
GPT2 inh	·	-28%	·	·	·	-6%	·	i
SNCA viab count	?	-9%	6%	14%	-8%	2%	-13%	-7%
NIH3T3 tox	·	?	·	·	·	?	·	1%
FLuc inh	·	-21%	·	·	·	-1%	·	-9%
HEK293 tox	·	?	·	·	·	?	·	i
IP6K1 inh	-8	6	21	35	-15	6	4	-2
SNCA expr inh	?	-5%	2%	-2%	-22%	?	?	-25%

49. COc1cc(C(=O)N2CCCC(c3nnc(Cn4ccnc4)n3C)C2)ccc1C (centres undefined)
50. COc1ccc(NC(=O)C(NC(=O)C2CCC(C)CC2)C(C)C)cc1 (centres undefined)
51. Cc1cc(SCC(=O)NCc2ccc(F)cc2)nc(=O)[nH]1
52. CCc1ccc(S(=O)(=O)Nc2cc3c(cc2N2CCOCC2)n(C)c(=O)c(=O)n3C)cc1
53. Cn1c(C(=O)N2CCN(c3ccccc3)CC2)cc2c1CCN(Cc1cccc(F)c1)C2
54. COC(=O)[C@H]1CN(C(=O)N2CCOCC2)CCN1C(C)=O
55. COc1ccc(NCc2cc3cc4c(cc3n(CC(=O)Nc3ccc(C)cc3C)c2=O)OCO4)cc1
56. Cc1ccc(CNC(=O)Nc2cccc(-c3ccc(N4CCOCC4)nn3)c2)cc1
Screen / compound no.	49	50	51	52	53	54	55	56
GPT2 inh	?	·	·	·	i	0%[88.5 µM]	·	i
SNCA viab count	-1%	-1%	-2%	-4%	-6%	5%[87.6 µM]	-1%	-1%
NIH3T3 tox	-9%	·	·	·	?	3%[174 µM]	·	?
FLuc inh	5%	·	·	·	12%	-10%[172 µM]	·	1.3µM*
HEK293 tox	-30%	·	·	·	?	i	·	?
IP6K1 inh	23	-2	44	2	-6	-8	3	-13
SNCA expr inh	2%	11%	5%	10%	35%[activator]	-11%[87.6 µM]	33%[activator]	-5%

57. Cc1cc2c(cc1S(N)(=O)=O)S(=O)(=O)CCC2
58. COc1cccc(NC(=O)c2oc3ccccc3c2NC(=O)c2ccccc2C)c1
59. COC(=O)Cc1cc2c(c([N+](=O)[O-])c1)N(C(=O)CC[C@H](N)C(=O)O)CC2
60. O=C(NC[C@H]1OC[C@@H](NCc2cccnc2)[C@@H]1O)N1CCOCC1
61. CCOc1ccc(NC(=O)C(C)n2c(=O)cc(-c3ccccc3)c3c(C)nn(C)c32)cc1 (centres undefined)
Screen / compound no.	57	58	59	60	61
GPT2 inh	i	·	i	1%[88.5 µM]	·
SNCA viab count	-4%[23.9 µM]	-5%	-17%	9%[87.6 µM]	6%
NIH3T3 tox	·	·	·	-9%[174 µM]	·
FLuc inh	·	·	·	0%[172 µM]	·
HEK293 tox	·	·	·	-2%[172 µM]	·
IP6K1 inh	-8	3	-8	17	5
SNCA expr inh	-22%[25.6 µM]	-30%	·	6%[87.6 µM]	136%[activator]

# Compound activity (PubChem BioAssay)
